Compound activity deposited in PubChem BioAssay by National Center for Advancing Translational Sciences (NCATS).
GPT2 inh: GPT2 alanine aminotransferase inhibition. 100,000 tested, 0.25% active. Recombinant GPT2, coupled pyruvate oxidase/HRP Amplex Red fluorescence. Potency, µM (doses to about 57.7 µM), for inactives: top-dose activity change, negative = inhibition, hits mostly inhibitors. Q8TD30; also: potency is read from the fitted curve at half-maximal effect; nearly all actives have a fitted effect of over 60% in size; many of its hits are not listed in these tables
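Fluorescence read-out: pyruvate from GPT2 turnover coupled to pyruvate oxidase, HRP and Amplex Red (0.2mM ThPP, 0.2U/mL PO and HRP, 50uM Amplex final). Substrates 250uM a-KG, 2mM L-alanine; enzyme 10ng/uL; 30 min RT.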
SNCA viab count: counter-screen for SNCA expression inhibitors: cell viability | HEK-293-SNCA-luc viability, GF-AFC fluorescence, 24 h | Potency, µM (series often up to 57.1 µM), without a hit: at the top dose activity change, negative = cytotoxicity, most hits filed as cytotoxic | 150,000 tested, 0.12% active | AID 1671193;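 also: potency is read from the fitted curve at half-maximal effect; 0% = DMSO-treated cells and -100% = medium-only wells without cells; nearly all actives have a fitted effect of over 30% in size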
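HEK-293-SNCA-luc cells (1500/well) plated 24 h, then exposed 24 h to a dilution series; GF-AFC added 30 min at 37C, fluorescence 405/540 nm; normalised to medium-only and DMSO wells, Hill fit.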
NIH3T3 tox: NIH 3T3 cell cytotoxicity | NIH 3T3 viability, CellTiter-Glo ATP luminescence, 48-72 h | Potency, µM (highest dose often 96.7 µM), for inactives: at the top dose activity change, negative = cytotoxicity, most hits filed as inhibitors | 94,000 tested, 4.3% active | AID 1345082; also: potency is read from the fitted curve at half-maximal effect; nearly all actives have a fitted effect of over 55% in size
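Luminescent ATP readout (CellTiter-Glo, 10 min RT) after 48 or 72 hr compound exposure of NIH 3T3 cells seeded at 400 cells/well in 1536-well format; quantitative HTS.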
HEK293 tox: HEK 293 cell cytotoxicity; HEK 293 viability, ATP luminescence (CellTiter-Glo), 48-72 h; Potency, µM (titrated, usually from 115 µM), for the others: top-dose activity change, negative = cytotoxicity, usual class: inhibitors; 94,000 tested, 6.6% active; also: potency is read from the fitted curve at half-maximal effect; nearly all actives have a fitted effect of over 60% in size
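250 HEK 293 cells/well; compound by pintool; incubated 48 or 72 hr at 37 degree Celsius; CellTiter-Glo added, 10 min RT, luminescence imaged.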
IP6K1 inhibitor: inhibitors of human IP6K1; Q92551; IP6K1 kinase, ADP-Glo luminescence, 2 h; active compounds read low; activity change, % (series mostly up to about 58 µM); 140,000 tested, 0.81% active; AID 1645851; in the data active = activity change below about -25%
Target sequence (Q92551 whole entry, looked up): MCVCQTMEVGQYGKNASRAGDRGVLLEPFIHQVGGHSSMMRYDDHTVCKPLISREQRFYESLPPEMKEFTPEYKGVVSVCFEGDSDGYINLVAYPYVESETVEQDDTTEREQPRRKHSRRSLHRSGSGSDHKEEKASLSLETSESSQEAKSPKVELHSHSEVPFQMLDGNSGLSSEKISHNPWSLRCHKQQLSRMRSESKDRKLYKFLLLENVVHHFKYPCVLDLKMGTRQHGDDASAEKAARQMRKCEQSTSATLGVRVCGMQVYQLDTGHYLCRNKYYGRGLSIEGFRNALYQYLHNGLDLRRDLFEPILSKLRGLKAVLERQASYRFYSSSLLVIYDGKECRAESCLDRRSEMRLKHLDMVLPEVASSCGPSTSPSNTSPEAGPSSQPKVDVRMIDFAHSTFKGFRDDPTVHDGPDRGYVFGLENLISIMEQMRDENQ
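ADP-Glo luminescence measures ADP made by human IP6K1 during a 2 h RT reaction with ATP/IP6 (mix at 1.3 mM/130 uM); top library doses 57.5 and 19.1 uM final.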
SNCA expr inhib: SNCA gene expression inhibition; 140,000 tested, 0.17% active; AID 1671194; Potency, µM (highest dose often 57.2 µM), without a hit: at the highest dose activity change, negative = inhibition, actives largely listed as inhibitors; HEK-293 SNCA-luciferase knock-in, luminescence, 24 h;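 also: potency is read from the fitted curve at half-maximal effect; plate controls were DMSO cells for no effect and cell-free wells for full effect; nearly all actives have a fitted effect of over 45% in size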
Luciferase inh: blocks purified firefly luciferase enzyme activity; P08659; Potency, µM (top dose mostly 115 µM), inactives show top-dose activity change, negative = inhibition, actives largely listed as inhibitors; purified P. pyralis luciferase, luminescence, biochemical; 76,000 tested, 2.5% active; also: potency is read from the fitted curve at half-maximal effect; nearly all actives have a fitted effect of over 65% in size
Target sequence (P08659 whole entry, looked up): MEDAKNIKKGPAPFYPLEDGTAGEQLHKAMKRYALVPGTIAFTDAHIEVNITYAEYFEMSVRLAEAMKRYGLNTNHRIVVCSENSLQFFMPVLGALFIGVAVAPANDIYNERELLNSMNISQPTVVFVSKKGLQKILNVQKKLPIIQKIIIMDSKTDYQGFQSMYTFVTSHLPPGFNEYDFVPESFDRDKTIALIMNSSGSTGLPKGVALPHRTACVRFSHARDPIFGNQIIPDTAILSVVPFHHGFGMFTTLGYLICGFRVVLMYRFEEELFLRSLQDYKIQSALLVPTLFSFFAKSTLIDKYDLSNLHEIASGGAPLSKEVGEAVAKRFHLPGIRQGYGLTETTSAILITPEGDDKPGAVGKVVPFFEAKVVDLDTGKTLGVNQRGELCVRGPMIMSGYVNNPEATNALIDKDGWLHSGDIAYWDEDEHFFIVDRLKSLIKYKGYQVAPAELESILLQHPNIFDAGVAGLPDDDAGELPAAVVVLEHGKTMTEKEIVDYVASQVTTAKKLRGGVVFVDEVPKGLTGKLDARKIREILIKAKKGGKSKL
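Cell-free enzyme assay, 10nM P. pyralis luciferase, luciferin and ATP each at 10uM. Inhibition profiled over a 6-point titration, read as luminescence.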
The depositor's hits bear a star; i = inactive; ? = inconclusive; . = not tested or not shown; [ ] = dose if it differs, or a comment. Unless noted, calls follow the shape of the dose curve; as a rule, active = well fitted curve in the direction sought with a large enough effect; inconclusive = small, poorly fitted or top-dose-only effect, or another doubt; inactive = no such curve, though single readings can be large; an effect the other way counts as inactive or inconclusive. Unless noted, % is scaled to controls: 0 for no effect and ±100 for the full control effect.

Value order – GPT2 inh	SNCA viab count	NIH3T3 tox	HEK293 tox	IP6K1 inhibitor	SNCA expr inhib	Luciferase inh
(1) CC(C)Oc1cccc(-c2cccc(COc3cnc4c(ccn4CC(=O)O)c3)c2)c1
 : -15%[88.5 µM]	-4%[87.6 µM]	-23%[138 µM]	?	-8	3%[87.6 µM]	11µM*
(2) O=C(CSc1nc2ccccc2nc1Cc1ccccc1)Nc1ccc2c(c1)OCO2
 : .	1%	.	.	2	2%	.
(3) COc1cc(CC(=O)N2CCC3(CC2)CC(O)CCO3)cc(OC)c1 (configuration not stated)
 : i	-6%	?	?	10	-1%	-15%
(4) CN(C)c1ccc(CN2CCn3c(nn(-c4ccc([N+](=O)[O-])cc4)c3=O)C2)cc1
 : i	8%	?	32µM*	7	6%	-11%
(5) COc1ccc2cc(S(=O)(=O)c3ccccc3F)c(=O)oc2c1
 : .	18%	.	.	-11	31%[activator]	.
(6) N#Cc1cccc(CN2CCC3(CC2)CN(c2ncccn2)CC3CO)c1 (configuration not stated)
 : i	-6%	-8%	-1%	18	-6%	4%
(7) CC(=O)N1CCc2nn(CC(=O)N3CCN(c4ccccc4F)CC3)c(=O)cc2C1
 : i	0%	-2%	-2%	4	-17%	-3%
(8) COc1ccc(C(=O)N2CCC3(COc4ccncc4[S+](=O)([O-])N3)C2)cc1 (configuration not stated)
 : -10%	-15%	-5%	-7%	-4	1%	.
(9) COc1ccc2nc(N(Cc3cccnc3)C(=O)C3COc4ccccc4O3)sc2c1 (configuration not stated)
 : .	8%	.	.	8	169%[activator]	.
(10) COc1ccc(NC(=O)CCC2CCN(C(=O)c3ccccc3F)CC2)c(OC)c1
 : 2%	-12%	-21%	?	16	17%	-14%
(11) CCN1CCN(c2cc(C)c3cc(NC(=O)c4cc(Br)ccc4Cl)ccc3n2)CC1
 : .	-17%	.	.	15	-29%	.
(12) O=C(CN1C(=O)c2cccc3cccc1c23)Nc1cccc(F)c1
 : .	?	.	.	4	-16%	.
(13) COC(=O)c1ccc(CN2C(=O)[C@@H]3C[C@@H](O)CN3C3(CN(Cc4cccc(OC)c4)C3)C2=O)cc1
 : -9%	1%	-5%	-10%	1	-1%	-1%
(14) N#Cc1ccc(C(=O)N2C[C@@H](Oc3ccccc3)C[C@H]2C(=O)N2CCCC2)cc1
 : 2%	-17%	-6%	-5%	3	41%[activator]	1%
(15) O=C(NCc1ccccc1)C1CCN(S(=O)(=O)c2ccc3c(c2)CCCN3C(=O)C2CCC2)CC1
 : .	-17%	.	.	-13	-31%	.
(16) O=C(Nc1ccc(Cl)c(Cl)c1)N1CCC(c2ccccc2)C1 (configuration not stated)
 : .	-14%	.	.	-7	-35%	.
(17) O=C(NCc1ccc(F)cc1)c1ccc2nnc(CC3CC3)n2c1
 : i	-13%[87.6 µM]	?	-27%[172 µM]	3	13%[87.6 µM]	.
(18) CCc1cccc(NC(=O)CCC(=O)N2CCSc3ccccc32)c1
 : .	-9%	.	.	22	-5%	.
(19) Cc1nc(-c2c3n(c(=O)n(CC(=O)Nc4ccc(C)c(F)c4)c2=O)CCCC3)no1
 : 1%	6%	-23%	-5%	7	10%	-3%
(20) O=C(Nc1ccc([N+](=O)[O-])cc1Cl)c1cc(Cl)ccc1O
 : i	?	.	.	-4	43%[activator]	.
(21) Fc1ccc(-c2cnc3n[nH]c(-c4ccc5c(c4)OCO5)c3n2)cc1
 : -5%[88.5 µM]	-9%[87.6 µM]	?	?	4	?	5%[172 µM]
(22) COc1ccc(-c2nnc(C[C@@H]3C[C@@H](C(C)C)[C@H](CN4CCC(C(N)=O)CC4)C=C3C)o2)cc1
 : i	-28%	?	?	-6	1%	5%
(23) CC(C)NC(=O)N1CCC(O)(c2csc(CN3CC[C@@H](O)C3)n2)CC1
 : ?	5%[87.6 µM]	-10%[174 µM]	-1%[172 µM]	12	5%[87.6 µM]	3%[172 µM]
(24) Cc1cc(C)c(NC(=O)c2cc3sc(Cl)cc3n2C)c(C)c1
 : .	10%	.	.	-1	8%	.
(25) Cc1ccc(C(=O)N2CCCCCCNC(=O)[C@@H]3C[C@@H](c4nc(-c5cnccn5)no4)C[C@@H]32)s1
 : i	-7%	-23%	-14%	1	-24%	-1%
(26) COc1cccc(Nc2cc3[nH]ccc3c(C(=O)NCc3c(C)cc(C)[nH]c3=O)n2)c1
 : 4%[88.5 µM]	-13%[87.6 µM]	40µM*	71µM*	-3	1%[87.6 µM]	?
(27) CCN1CC(C(=O)N2CCN(Cc3cc(OC)ccc3OC)CC2)CC1=O (configuration not stated)
 : -2%	-7%	-28%	2%	-8	1%	0%
(28) CCc1c(C)nn(CC(=O)N2CC[C@@](O)(CCOC)[C@H](C)C2)c1C
 : -5%	3%	-8%	0%	0	24%	10%
(29) Cc1ccc(C(=O)N2CCOC(CN(C(=O)c3ccc(F)cc3)C3CCCC3)C2)cc1 (configuration not stated)
 : 1%	-3%	?	?	-5	4%	-5%
(30) C=C1C(O)C[C@@H]2C(C(=O)O)=CO[C@@H](O[C@@H]3O[C@H](CO)[C@@H](O)[C@H](O)[C@H]3OC(=O)c3ccc(O)cc3)[C@H]12 (some centres not stated)
 : i	3%[23.9 µM]	.	.	12	.	.

[31] CC(=O)NC1C(OC2CCC3(C)C(CCC4(C)C3CC=C3C5CC(C)(C)CCC5(C(=O)O)C(O)CC34C)C2(C)C)OC(CO)C(O)C1O (configuration not stated)
[32] CC(=O)c1ccc(NC(=O)CSc2nc(-c3cccc(F)c3)nc3c2c(=O)n(C)c(=O)n3C)cc1
[33] CC(C)(C)OC(=O)N1CCC(Cn2c(=O)[nH]c3cccnc32)CC1
[34] CCC(CC)CN1CC2(CCN(C(=O)c3cnc(NC)nc3)CC2)OC1=O
[35] COc1ccc(F)cc1S(=O)(=O)N1CCC(Oc2ccc(C(N)=O)cn2)CC1
[36] CC(C)(C)c1ccc(C(=O)N2CCN(c3cc(C(F)(F)F)ncn3)CC2)cc1
[37] COCCN1C(=O)c2cccn2CC1CNC(=O)CCc1nc2ccccc2[nH]1 (configuration not stated)
[38] Cc1ccc(N2C[C@]34C=C[C@H](O3)C(C(=O)N(C)CCc3cn[nH]c3)C4C2=O)cc1C (some centres not stated)

Assay by compound	31	32	33	34	35	36	37	38
GPT2 inh	-1%[17.1 µM]	.	-3%[88.5 µM]	-10%	i	i	i	3%
SNCA viab count	0%[23.9 µM]	4%	-1%[87.6 µM]	7%	1%	4%	-6%	-2%
NIH3T3 tox	.	.	-12%[138 µM]	2%	0%	?	i	-3%
HEK293 tox	.	.	-28%[172 µM]	0%	-24%	?	-1%	1%
IP6K1 inhibitor	-1	6	0	9	24	-1	10	0
SNCA expr inhib	.	-4%	44%[activator][87.6 µM]	-7%	-1%	?	-16%	-24%
Luciferase inh	.	.	4%[172 µM]	9%	0%	-8%	10%	3%

Values by screen from the entries so far.
HEK293 tox, nos. 31–38, in order: ., ., -28%[172 µM], 0%, -24%, ?, -1%, 1%
NIH3T3 tox, nos. 31–38, in order: ., ., -12%[138 µM], 2%, 0%, ?, i, -3%

The listing continues.
[39] COc1ccccc1C(C)N(C)C(=O)c1cccc(CCC(C)(C)O)c1 (configuration not stated)
[40] CNC(=O)[C@@H](c1ccc(OC)cc1)N1CCC[C@H]1C(=O)N1CCCC1
[41] C/C=C1\[C@H](O[C@@H]2O[C@H](CO)[C@@H](O)[C@H](O)[C@H]2O)OC=C(C(=O)OC)[C@H]1CC(=O)O
[42] O=C(c1cccs1)N1CCC(c2noc(-c3cnccn3)n2)C1 (configuration not stated)
[43] CCOC(=O)C(=O)c1csc(NC=O)n1
[44] CC(C)c1ccc(S(=O)(=O)c2nnn3c2nc(NC2CCCC2)c2sccc23)cc1
[45] COc1ccc(C(C(=O)O)N2CCCN(c3ccc(F)cc3)CC2)cc1F (configuration not stated)
[46] CN(C[C@@H]1COCCO1)S(=O)(=O)Nc1ccc2ccc3ncc(-c4cnn(C)c4)cc3c(=O)c2c1

Assay by compound	39	40	41	42	43	44	45	46
GPT2 inh	2%	-2%[88.5 µM]	?	i	i	.	1%	-2%
SNCA viab count	-14%	11%[87.6 µM]	2%[23.9 µM]	-15%	12%[23.9 µM]	-1%	-10%	?
NIH3T3 tox	-30%	-16%[174 µM]	.	-1%	.	.	-13%	.
HEK293 tox	?	-10%[172 µM]	.	14%	.	.	-6%	.
IP6K1 inhibitor	1	8	26	11	-4	-4	6	14
SNCA expr inhib	-16%	-26%[87.6 µM]	.	6%	-14%[25.6 µM]	27%	-12%	7%
Luciferase inh	0%	4%[172 µM]	.	-3%	.	.	0%	.

3 structures from above, ordered by number of heavy atoms, descending.
[46] CN(C[C@@H]1COCCO1)S(=O)(=O)Nc1ccc2ccc3ncc(-c4cnn(C)c4)cc3c(=O)c2c1
[45] COc1ccc(C(C(=O)O)N2CCCN(c3ccc(F)cc3)CC2)cc1F (configuration not stated)
[40] CNC(=O)[C@@H](c1ccc(OC)cc1)N1CCC[C@H]1C(=O)N1CCCC1

Assay by compound	46	45	40
GPT2 inh	-2%	1%	-2%[88.5 µM]
SNCA viab count	?	-10%	11%[87.6 µM]
NIH3T3 tox	.	-13%	-16%[174 µM]
HEK293 tox	.	-6%	-10%[172 µM]
IP6K1 inhibitor	14	6	8
SNCA expr inhib	7%	-12%	-26%[87.6 µM]
Luciferase inh	.	0%	4%[172 µM]

(more compounds)
[47] CCN(Cc1ccccc1)C(=O)C1CCN(S(=O)(=O)c2ccc3c(c2)CCCN3C(C)=O)CC1
[48] CCOC(=O)C1=C(CN2CCN(c3cc(C)ccc3C)CC2)NC(=O)NC1c1ccc(Cl)cc1 (configuration not stated)
[49] c1ccc(C(CN2CCCC(N3CCN(c4ccccc4)CC3)C2)c2ccccc2)cc1 (configuration not stated)
[50] Cc1ccc(C2Cn3nnc(C(=O)N4CCN(c5cccc(C)c5)CC4)c3CO2)cc1 (configuration not stated)
[51] Cc1ccc2nc(C(=O)NCCc3nc(Cc4ccccc4)no3)cn2c1
[52] CN1CCN(c2ncc(C(=O)O)c(-c3ccccc3)n2)CC1
[53] Cc1ccc(Cl)cc1NC(=O)CN1C(=O)COc2ccc(S(=O)(=O)N3CCCCCC3)cc21
[54] CCN(CC)CCNC(=O)c1cn(CC)c2ccc(S(=O)(=O)N3CCOCC3)cc2c1=O

Assay by compound	47	48	49	50	51	52	53	54
GPT2 inh	.	.	-10%	i	i	i	.	.
SNCA viab count	7%	1%	-8%	10%	-17%	-16%	-5%	-1%
NIH3T3 tox	.	.	?	i	-29%	i	.	.
HEK293 tox	.	.	?	9%	-3%	-2%	.	.
IP6K1 inhibitor	-5	8	7	-1	-2	-12	13	7
SNCA expr inhib	7%	?	-7%	7%	-7%	-21%	10%	-2%
Luciferase inh	.	.	0%	-1%	-18%	3%	.	.
